# High-throughput results: PubChem, Small Molecule Screening Facility, UW Madison
# SSB-PriA inh = K. pneumoniae PriA-SSBct interaction inhibition. AlphaScreen SSBct-PriA binding, biotinylated peptide. inhibition, % at 33 µM. actives 0.6% (n = 430,000); in the data active = inhibition mostly above about 37%, no sharp cut-off; inactive = mostly below about 20%;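 also: plate controls were negative control peptide for no effect and reference peptide for full effect; strong numbers were not always called active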
# Active calls of the source: *; i = inactive; & = joins results of further samples.
SMILES	SSB-PriA inh
O=C1CCCC(=O)N1CCS(=O)(=O)Nc1cnn(C2CCOCC2)c1	1
Cc1ccc(CNC(=O)Cn2c(=O)nc(-c3ccccc3)c3ccccc32)cc1	6
O=C(CCN1CCOCC1)N1N=C(c2ccco2)CC1c1cccc(Cl)c1 (configuration not stated)	-3
O=C(Cc1ccccc1)NCCn1ncc2c(N3CCN(c4ccccc4)CC3)ncnc21	0
CCOC(=O)Cc1csc(NC(=O)c2ccc(=O)n(Cc3cccc(F)c3)n2)n1	-20
O=C(NC1CCCC(O)C1)c1cccc(Br)c1 (configuration not stated)	1
CCc1ccccc1NC(=O)CSc1nc2c(-c3ccccc3)c[nH]c2c(=O)n1C	-1
O=S(=O)(Cc1ccc(C(F)(F)F)cc1)N(Cc1ccsc1)Cc1ccco1	-31
Cc1noc(C)c1C(=O)N1CCC(S(=O)(=O)c2nncn2C)CC1	-25
COc1ccc(-n2c(SCc3nc(-c4ccccn4)no3)nc3ccsc3c2=O)cc1	-1
Cc1cccc(CC(=O)Nc2ccc3c(c2)CN(C(=O)c2cccs2)CC3)c1	-3
O=C(CSc1nc2sc3c(c2c(=O)n1-c1ccccc1)CCCCC3)NCc1ccco1	-10
O=[N+]([O-])c1cc(Br)cc(C=Nn2cnnc2)c1O	6
CC(C)CS(=O)(=O)C1CN(C(=O)C2(c3ccccc3)CCOCC2)C1	-7
Cn1cccc(C(=O)NCC2CCN(c3ccccn3)CC2)c1=O	-7
O=C(Cc1ccc([N+](=O)[O-])cc1)NN=Cc1cccs1	5
O=C1CCC(C(=O)N2CC(Oc3nc4ccccc4s3)C2)N1 (configuration not stated)	-6
O=C(CCC(=O)N1CC(c2nc(-c3cccs3)no2)C1)c1ccccc1	-5
COc1cc2c(cc1OC)CN(c1nc3c(OC)ccc(Cl)c3s1)CC2	-9
CN(c1ccc(F)cc1)S(=O)(=O)c1ccsc1-c1nc(-c2ccc(Br)cc2)no1	7
Cn1c(=NC(=O)CCSc2ccccc2)sc2ccccc21	-11
O=C(Nc1cccc(N2CCCS2(=O)=O)c1)c1ccc(Br)cc1	5
CCOC(=O)N1CCN(c2nc3ccccc3nc2S(=O)(=O)Cc2ccc(Cl)cc2)CC1	-16&-12
COc1ccc(/C=N/N=C2SCC(=O)N2Cc2ccccc2)cc1	i
COc1cccc2cc(C(=O)N(Cc3ccsc3)CC(F)(F)F)oc12	-10
CCS(=O)(=O)c1ccc(CC(=O)Nc2nnc(-c3ccco3)o2)cc1	54*
N#Cc1ccsc1NC(=O)CCOc1ccccc1	-9&-8
O=C(Nc1ccc2c(c1)N(C(=O)C1CCCC1)CC2)c1ccccc1C(F)(F)F	1
CSc1ccc2nc(NC(C)=O)sc2c1	-9
CCOC(=O)N1CCN(C(=O)C(=O)c2cn(CC(=O)N3CCCCC3)c3ccccc23)CC1	-1
Cc1noc(C)c1S(=O)(=O)NCC(O)c1cn(C)c2ccccc12 (configuration not stated)	0
COc1ccc2c(CC(=O)N3CCN(c4ccccc4F)CC3)cc(=O)oc2c1	0
O=C(Nc1cc(-n2ccc3ccccc32)ncn1)c1ccccc1Cl	-10
CCOC(=O)c1sc(NC(=O)CSCC(=O)OC)c(C(=O)OCC)c1C	-8
CCOC(=O)c1cnn2ccc(NC(=O)Cn3c(=O)oc4ccccc43)cc12	-14
Cn1c(CSc2nc(N)cc(N)n2)nnc1SCC(=O)NCc1ccccc1	-9
CCOC(=O)c1c(-c2ccc(F)cc2)csc1N=CN(C)C	-6
NC(=O)c1cc(-c2ccccc2)sc1NC(=O)CSc1nc2scc(-c3ccccc3)c2c(=O)n1-c1ccccc1	3
O=C1OC2CC1N(C(=O)Cn1cnc3ccccc3c1=O)C2 (configuration not stated)	-6
Cc1ccc(N2CC(C(=O)Nc3cnn(CC4CCOCC4)c3)CC2=O)cc1C (configuration not stated)	-16
COc1cc(COc2cccc3ccc(N4CCC(C(N)=O)CC4)nc23)cc(OC)c1	0
CCc1ccc(S(=O)(=O)Nc2ccc(-n3c(C)nc4ccccc4c3=O)cc2)s1	4
Cc1ccc(C)c(S(=O)(=O)Nc2ccc(C(=O)NCc3ccco3)cc2)c1	-5
O=C(CSCc1ccccc1)Nc1ccn2nccc2c1	-5
COc1ccc(CNC(=O)CCC2=NS(=O)(=O)c3ccccc3N2)cc1OC	10
COc1ccccc1N1CCN(CCNC(=O)c2ccc(Br)o2)CC1	-15&-8
O=C(NCCn1nc(-c2ccncc2)ccc1=O)c1cccc2ccccc12	4
O=C1C2CC=CCC2C(=O)N1C1CN(S(=O)(=O)c2ccc(Br)cc2)C1 (configuration not stated)	-6
CCOC(=O)c1ccc(OCC2c3cc(OC)c(OC)cc3CCN2C(=O)CC2CCCCC2)cc1 (configuration not stated)	3
O=C(Nc1nc(-c2ccccc2)ns1)c1ccccc1	-13
COc1ccc(OC2CCN(S(=O)(=O)c3cc(F)ccc3OC)C2)nn1 (configuration not stated)	-12
O=C(NCc1cccc2ccccc12)NCC1(Sc2ccccc2)CCOCC1	2
O=C(Nc1sc2c(c1CN1CCN(C(c3ccccc3)c3ccccc3)CC1)CCC2)c1ccc(F)cc1	-15
CCOC(=O)Cc1csc(NN=Cc2cccc([N+](=O)[O-])c2)n1	-5
COc1ccc(C)cc1NC(=O)CSc1nnc(C2CCCCC2)n1N	10
Cc1ccccc1C(=O)NCCOc1ccc2nnc(-c3ccc(F)cc3)n2n1	-11
COc1ccccc1S(=O)(=O)Nc1ccc(-c2csc(Nc3cccnc3)n2)cc1	8
Cn1cccc1CN(C(=O)c1cc2ccccc2[nH]1)C1CC1	-12
Cc1ccccc1-c1ccc(N2CCC(C(=O)NCc3cccs3)CC2)nn1	-9
O=C(NCCS(=O)(=O)N1CCN(Cc2ccccc2)CC1)c1cccs1	8

# Remaining list, next part:
SMILES	SSB-PriA inh
Cn1nc(CN(Cc2ccco2)C(=O)c2ccc3nsnc3c2)cc1C1CC1	6
Cc1cc(C)n(CC(=O)Nc2cccc(Cl)c2C)c(=O)c1C#N	-8
CC(C)C(=O)N1CCCc2ccc(NC(=O)C(=O)NC3CCCC3)cc21	-8
O=C(CC1CSc2nc3c(c(=O)n21)CCCC3)NCc1ccccc1Cl (configuration not stated)	-16
O=C(Cn1cnc(-c2ccc(F)cc2)cc1=O)Nc1cccnc1	-5
Cc1cccn2cc(-c3ccccc3NC(=O)Cc3noc4ccccc34)nc12	10
NC(=O)c1ccccc1NC(=O)c1c[nH]c(=O)n(Cc2ccco2)c1=O	-1
COc1ccc(C(C)C)cc1S(=O)(=O)Nc1ccc(C(=O)O)cc1	-10
COc1cccc(OCCNC(=O)c2ccc(F)cc2)c1	20
NC(=O)c1ccccc1NC(=O)Cc1cc(-c2ccc3c(c2)OCO3)on1	-2
Nc1n[nH]c(-c2ccccn2)n1	49&49
COc1cccc(NC(=O)NC[C@](C)(OC)c2cccc(Cl)c2)c1	-9
O=C(c1ccncc1)N1CC(Oc2nccs2)C1	-11
CCOc1ccc(-c2ccc(N3CCN(C(=O)Nc4ccc(C)c(F)c4)CC3)nn2)cc1	-15&5
NS(=O)(=O)c1ccc(CCNC(=O)c2nnn(-c3ccccc3)c2-n2cccc2)cc1	-5
Cc1nc2c(C)cccn2c1C(O)=C1C(=O)C(=O)N(CCN2CCOCC2)C1c1ccncc1 (configuration not stated)	-15
O=S(=O)(CCc1ccccc1)NCCc1ccc(N2CCCC2)cc1	7
COc1ccc(-c2c(C)c3ccc(OCC(N)=O)cc3oc2=O)cc1OC	10
COc1ccc(S(=O)(=O)N2CCCC2C(=O)Nc2ccccc2-c2nc3ccccc3[nH]2)cc1 (configuration not stated)	-11
COC(=O)/C=C1\SC(=NN=Cc2ccccc2)NC1=O	-12
COc1cccc2cc(C(=O)NC[C@](C)(O)c3ccc(-c4ccccc4)cc3)oc12	-2
Cc1noc(-c2ccc(N3CCCC(C(=O)NCc4nc5ccccc5n4C)C3)nc2)n1 (configuration not stated)	-23
CCCCS(=O)(=O)N1CCC2(CC1)NC(=O)N(CCC)C2=O	-4
COc1ccc(CC(=O)NN=Cc2sccc2C)cc1	-1
O=C(CSc1ccc(-c2ccc3c(c2)OCO3)nn1)NCc1ccc(F)cc1	-14
COc1ccc(C(O)=C2C(=O)C(=O)N(CCN(C)C)C2c2cccnc2)cc1OC (configuration not stated)	-15
Cc1cc(C)c(S(=O)(=O)NCC(c2ccsc2)N2CCc3ccccc3C2)c(C)c1 (configuration not stated)	-3
COC(=O)c1sccc1NC(=O)CN1CCCN(Cc2cc(C)ccc2C)S1(=O)=O	-4
O=C(NCC(O)Cn1ccccc1=O)c1ccoc1 (configuration not stated)	3
C=CCn1c(SCC(=O)Nc2ccc3c(c2)OCCO3)nc2scc(-c3ccc(C)cc3)c2c1=O	1

# At a glance, some entries already given:
SMILES	SSB-PriA inh
Cn1nc(CN(Cc2ccco2)C(=O)c2ccc3nsnc3c2)cc1C1CC1	6
Cc1cc(C)n(CC(=O)Nc2cccc(Cl)c2C)c(=O)c1C#N	-8
CC(C)C(=O)N1CCCc2ccc(NC(=O)C(=O)NC3CCCC3)cc21	-8
O=C(CC1CSc2nc3c(c(=O)n21)CCCC3)NCc1ccccc1Cl (configuration not stated)	-16
O=C(Cn1cnc(-c2ccc(F)cc2)cc1=O)Nc1cccnc1	-5
Cc1cccn2cc(-c3ccccc3NC(=O)Cc3noc4ccccc34)nc12	10
NC(=O)c1ccccc1NC(=O)c1c[nH]c(=O)n(Cc2ccco2)c1=O	-1
COc1ccc(C(C)C)cc1S(=O)(=O)Nc1ccc(C(=O)O)cc1	-10
COc1cccc(OCCNC(=O)c2ccc(F)cc2)c1	20
NC(=O)c1ccccc1NC(=O)Cc1cc(-c2ccc3c(c2)OCO3)on1	-2
Nc1n[nH]c(-c2ccccn2)n1	49&49
COc1cccc(NC(=O)NC[C@](C)(OC)c2cccc(Cl)c2)c1	-9
O=C(c1ccncc1)N1CC(Oc2nccs2)C1	-11
CCOc1ccc(-c2ccc(N3CCN(C(=O)Nc4ccc(C)c(F)c4)CC3)nn2)cc1	-15&5
NS(=O)(=O)c1ccc(CCNC(=O)c2nnn(-c3ccccc3)c2-n2cccc2)cc1	-5
Cc1nc2c(C)cccn2c1C(O)=C1C(=O)C(=O)N(CCN2CCOCC2)C1c1ccncc1 (configuration not stated)	-15
O=S(=O)(CCc1ccccc1)NCCc1ccc(N2CCCC2)cc1	7

# (listing goes on)
SMILES,SSB-PriA inh
CCCOC(=O)CSc1nc(C)c(C)c(C)c1C#N,-21
CC(C)(C)C(=O)ON=C(N)Cc1ccc(-c2csnn2)cc1,-2
Cc1cccc(NC(=O)c2ccc(N3C(=O)c4ccccc4C3=O)cc2)n1,-61
O=C(CNC(=O)C(c1ccccc1)c1ccccc1)NN=Cc1ccc(O)cc1O,-6
CNC(=O)C(=O)Nc1ccc(N(C)C)cc1,6
CCOc1cc(C(=O)Nc2nnc(-c3ccc4c(c3)OCCO4)o2)cc(OCC)c1OCC,1
COc1ccc(C2C(=C(O)c3ccc(F)cc3)C(=O)C(=O)N2c2ccccn2)cc1OC (configuration not stated),-13
COc1cc(/C(C)=N\NC(=O)CCn2c3ccccc3c3ccccc32)ccc1O,16
CCNC(=O)c1nc(C(=O)NCc2ccc(F)c(Cl)c2)cs1,-22
N#Cc1nccnc1OC1CCC(NC(=O)Cc2ccccc2F)CC1 (configuration not stated),0
Cn1nc(CNS(=O)(=O)c2ccc3c(c2)CCCC3)cc1C1CC1,-4
CCn1ccnc1CNC(=O)c1cc(COc2ccc(OC)c3ccccc23)on1,68*
CC1(C)C2CCC1(CS(=O)(=O)N1CCN=C1c1ccccc1)C(=O)C2 (configuration not stated),-9
COc1ccc(C(=O)CSc2nnc(-c3sc4cc(OC)ccc4c3Cl)n2-c2ccccc2)cc1,-10&-3
O=C(NCCCc1ccccc1)c1cnn(-c2ccccc2Cl)c1-n1cccc1,3
C=CCn1c(CNc2ccc(C)cc2)nnc1SCC(=O)NN=Cc1ccc(O)cc1,4
CCOC(=O)N1CCc2c(sc(NC(=O)CS(=O)(=O)c3ccc(Cl)cc3)c2C(N)=O)C1,-1
O=c1[nH]c(O)c(C=C2C=NN=C2c2ccccc2)c(=O)[nH]1,-8
Cc1c(Cl)ccc2sc(N3CCN(C(=O)c4cc(=O)c5ccccc5o4)CC3)nc12,-10
Cc1ccc(S(=O)(=O)N=C2SC(CC(=O)Nc3ccc(F)cc3)C(=O)N2c2ccccc2)cc1 (configuration not stated),-2
COc1ccc(C=Nc2c(-c3ccc(OC)cc3)nc3n2CCS3)cc1,56*
CCCS(=O)(=O)N1CCc2ccc(NS(=O)(=O)c3ccc(C(=O)OC)cc3)cc2C1,-3
CC(C=NO)Cc1ccc2c(c1)OCO2 (configuration not stated),-5
COc1cccc(N2CC(C(=O)N3CCC(CSc4nccn4C)CC3)CC2=O)c1 (configuration not stated),-13
NC(=O)c1oc2ccccc2c1NC(=O)Cc1ccc(Cl)cc1,-3
O=C(CCCCCNC(=O)c1ccccc1)NN=Cc1ccccc1O,-3
Cc1cc(C)cc(NC(=O)C(=O)NN2CCN(C)CC2)c1,1
Cc1ccc(NC(=O)CSc2nnc3ccc4ccccc4n23)cc1,-3
COc1ccc(S(=O)(=O)NCCOc2cc(N3CCCC3)ncn2)cc1F,0
COc1coc(C(=O)NCc2ccc3c(c2)OCO3)cc1=O,-6
CC(O)(CNC(=O)CCc1ccc(C(F)(F)F)cc1)C1CC1 (configuration not stated),-13
O=C(NC1CCC(Oc2ccccn2)CC1)c1cc2n(n1)CCCO2 (configuration not stated),-8
O=C(c1ccco1)N(CCCn1ccnc1)c1nc2c(F)cccc2s1,72*
CCOC(=O)c1ccc(NC(=O)Cn2c(=O)c3ccccc3c3ccccc3c2=O)cc1,-17&-17
O=C(COc1ccc(C(=O)c2ccccc2)cc1)NCCn1nc(-c2ccc(Cl)cc2)ccc1=O,10
Cc1ccc(/C=C2\CC3C4CCC5CCCCC5(C)C4CCC3(C)C2O)cc1 (configuration not stated),7
COc1ccc(S(=O)(=O)Cc2nc(-c3cccc(Cl)c3)no2)cc1,3
CCOC(=O)Nc1nc2c(s1)CN(S(=O)(=O)c1cccnc1)CC2,-6

# A portion of the library; rates above refer to the full screens.
